NCI-60 one-dose screen, 48 h, at 10 µM unless noted. Numbers give growth in % (100 = growth as untreated, 0 = no growth, -100 = all killed).
SR: SR leukemia cells. 73,000 tested, 8.7% active. AID 1794780
HS 578T: HS 578T breast cancer. 78,000 tested, 4.1% active. AID 1794788
K-562: K-562 leukemia; AID 1794777; 78,000 tested, 7.4% active
T-47D: T-47D breast cancer. AID 1794792. 79,000 tested, 5% active
MCF7: MCF7 breast cancer; 82,000 tested, 6.3% active
MDA-MB-231: MDA-MB-231 breast cancer. AID 1794789. 81,000 tested, 5% active
BT-549: BT-549 breast cancer; 78,000 tested, 4.4% active
MDA-MB-468: MDA-MB-468 breast cancer. AID 2202374. 78,000 tested, 8.5% active
An asterisk follows results filed as active; x = not tested or not shown; & = joins results of further samples; [ ] = another dose, or the depositor's remark. How the source made its calls: active means growth percent below 10; inactive means the rest.

SMILES	SR	HS 578T	K-562	T-47D	MCF7	MDA-MB-231	BT-549	MDA-MB-468
O=C(O)c1cn(C2CC2)c2cc(N3CCN(C(=O)N/N=C/c4cccs4)CC3)c(F)cc2c1=O	111	100	114	95	104	93	88	90
CC(=O)Oc1c(C(=O)O)ccc2ccccc12	103&101	106&113	104&101	94&110	102&100	110&99	102&101	114&119
O=C(CCn1cc[n+](CC(=O)c2ccc(Br)cc2)c1)Nc1cccc2cccnc12	104	95	85	95	80	90	99	61
COc1ccc(CCNC(=O)C(=O)[C@H](Cc2ccccc2)NC(=O)c2oc3cc(O)ccc3c(=O)c2C)cc1	104	98	81	87	83	100	111	94
CCN(CC)c1ccn(CC(=O)NCCC(C)C)c(=O)c1	111	93	108	111	93	101	94	x
Cc1nc2ccccc2c(/C=C/c2ccc(Br)cc2)c1C(=O)/C=C/c1ccccc1	14	26	7.5*	10	14	12	22	-16*
CC(C)(C)n1cc(-c2ccnc(NCCNS(=O)(=O)c3ccccc3)c2)c(-c2cccc(F)c2)n1	59	108	65	77	92	91	105	87
FC(F)(F)c1ccccc1C#Cc1ccccc1C#Cc1ccc(OCCCCCCOc2ccc(C#Cc3ccccc3C#Cc3ccccc3C(F)(F)F)cc2)cc1	x	116	99	114	104	90	103	x
CCOc1ccc(N=Nc2sc(Nc3cccc(Nc4nc(C)c(N=Nc5ccc(OCC)cc5)s4)c3)cc2C)cc1	116	98	100	83	89	93	104	96
CCN1c2nc3ccccc3nc2SC1Nc1ccccc1 (configuration not stated)	108	100	103	88	99	90	95	104

Pulled one by one from the entries so far, two records:
SMILES	SR	HS 578T	K-562	T-47D	MCF7	MDA-MB-231	BT-549	MDA-MB-468
CC(=O)Oc1c(C(=O)O)ccc2ccccc12	103&101	106&113	104&101	94&110	102&100	110&99	102&101	114&119
CCN(CC)c1ccn(CC(=O)NCCC(C)C)c(=O)c1	111	93	108	111	93	101	94	x

(continued)
SMILES	SR	HS 578T	K-562	T-47D	MCF7	MDA-MB-231	BT-549	MDA-MB-468
COc1cc(-c2csc(NC(=O)c3cc(N4CCOCC4)cc(C(F)(F)F)c3)n2)cc(OC)c1OC	59	94	59	32	71	81	56	74
Clc1ccc(/C=N\N2CCCCCC2)c(Cl)c1	98&111	112&98	105	103&108	105&104	117&106	110&107	103&112
Cc1nn(CO)c(C)c1Br	109	95	111	101	98	102	102	98
O=C(O)CCCn1cc(COP(=O)(OCc2cn(CCCC(=O)O)nn2)C(c2ccccc2)(c2ccccc2)c2ccccc2)nn1	98	127	99	97	113	98	107	x
CCOc1cc(OCC)cc(C(=O)Nc2cnc(Nc3ccc(N4CCOCC4)cc3)nc2Oc2ccc(OC)cc2)c1	67	92	69	82	86	92	103	88
COC(=O)N/N=C/c1cc(OC)ccc1O	101	111	111	98	91	111	106	118
CNC(=O)c1ccc(C(C)C)cc1	116	113	114	77	93	111	88	105
CCOC(=O)Sc1ncnc2nc[nH]c12	9.2*	76	x	35	19	46	51	75
CCOP1(=O)CC(C)=C(Cl)C(P(=O)(O)O)C1 (configuration not stated)	x	107	101	99	109	100	97	x
COc1c(C(C)=O)c(OCCCCOc2c(C(C)=O)c(OC)c3ccoc3c2OC)c(OC)c2occc12	73	94	54	23	64	83	99	x
CCCN(CCC)CCCNC(=O)c1cc2c(-c3ccc(OC)c(OC)c3)nn(C)c2s1	4.4*	12	6.3*	24	11	22	14	39
NC(=O)c1cc(C(N)=O)nc(Cl)n1	104	100	92	89	93	135	141	94
OC(c1cc2cc(Cl)c(Cl)cc2c2cc(C(F)(F)F)ccc12)C1CCCCN1 (configuration not stated)	-60*	-50*	-64*	-79*	-87*	-71*	76	-92*
N#Cc1ccc2c3cccc4[nH]c(=O)nc(c5cccc1c25)c43	96	96	103	96	103	97	99	107
O=C(Cc1ccccc1)N(c1ccccc1)c1ccccc1	96	106	97	98	95	98	119	x
O=C1OC(=O)[C@H]2[C@@H]3CC[C@@H](C3)[C@@H]12	92	118	98	91	90	116	96	127
COc1cccc(/C=C(\C#N)C(=O)c2ccccc2)c1	x	118	121	114	103	104	115	105
Nc1ccc(Cl)cc1C(=O)N1CCN(c2ccc([N+](=O)[O-])cn2)CC1	x	67	84	x	82	x	78	61
CCCn1cnc2c(c1=N)C(c1ccc(F)cc1)c1sc3c(CC)cccc3c1O2 (configuration not stated)	1.2*	17	6.0*	73	18	-20*	x	-48*
O=C(N=Nc1c(O)[nH]c2ccc(Cl)cc12)c1ccc2nc(-c3ccc(Cl)cc3)[nH]c2c1	11	12	8.9*	-2.0*	1.0*	-80*	49	-81*
CC(C)N(C(N)=O)c1ccc2c(c1)OCO2	98	104	110	112	96	109	114	100
O=S1(=O)CCC(N(Cc2ccc(F)cc2)S(=O)(=O)c2ncsc2-c2ccccc2)C1 (configuration not stated)	95	93	98	91	91	98	110	103
Cn1ncc2ncc(-c3ccc4ncc(C#N)c(N5CCc6cc(F)c(Cl)cc65)c4c3)cc21	22	-1.2*	40	5.2*	9.8*	27	37	8.3*
O=C1/C(=C\c2ccc(Br)o2)SC(=S)N1CCc1ccc(O)cc1	67	93	66	58	33	53	76	28
O=C(O)/C=C/c1ccccc1O	89	107	111	98	89	103	93	106
O=[N+]([O-])c1cccc(-c2nc3cc4nc5ccccc5[nH]c4cc3n2)c1	93	109	91	87	78	110	102	95
O=C(Nc1ccccc1C(=O)N/N=C(\c1ccccc1)c1ccccn1)c1ccc(F)cc1	14	60	13	13	13	37	16	5.1*
N#Cc1c(-c2ccc(Cl)cc2)nc2n[nH]c(-c3ccc(Cl)cc3)c2c1-c1ccc(C(F)(F)F)cc1	-22*	x	-21*	-2.6*	-4.6*	x	-40*	-45*
O=C(O)c1ccccc1Oc1cccc(C(F)(F)F)c1	96	99	92	76	92	100	110	96
COc1ccc(OC)c(-c2nc3sccn3c2/C=C/C(=O)c2nccs2)c1	x	66	84	80	95	96	100	84
COc1ccccc1CNC(=O)C1CSC2(C)c3ccccc3C(=O)N12 (configuration not stated)	83	96	85	98	93	99	110	93
COc1ccc(-c2nn(CC(=O)N3CCCC3)c3ncnc(N)c23)cc1	101	73	97	85	86	100	86	89
O=C1/C(=C/c2ccccc2)Oc2ccc(O)c(I)c21	98	81	99	78	55	81	84	104
CC[N+](CC)=c1cc2oc3cc(N(C)C)ccc3nc-2cc1C	59	89	55	x	x	8.4*	60	-14*
O=C1Nc2ccc(Cl)cc2[C@@](C#CC2CC2)(C(F)(F)F)O1	x	99	67	70	105	86	117	x
S=c1nc(-c2nc(=S)[nH]c3c2CCCCC3)c2c([nH]1)CCCCC2	x	91	92	x	95	x	120	94
O=C(O)CCNC1CCCCC1	105	97	100	104	87	100	100	93
Cc1nc2ccccc2c(N)c1-c1cc(C)c2c(C)nc3ccccc3c2n1	-40*	-32*	-36*	-20*	31	-80*	58	-95*
COc1ccc(/C=N/NC(=O)CNC(=O)Cn2c(=O)[nH]c3ccccc3c2=O)cc1	84	x	96	89	93	x	114	97
CCN1CCN(CCCNc2nccc(-c3cn(-c4ccccc4)nc3-c3ccc(Cl)c(O)c3)n2)S1(=O)=O	77	91	91	87	110	87	95	70
COc1cc(C2CC(c3ccccc3Cl)=NN2c2ccc(-c3ccccc3)nn2)ccc1F (configuration not stated)	84	92	89	61	82	92	95	100
C=CNc1nnc(C(=O)c2c[nH]c3ccccc23)o1	83	99	91	65	80	90	93	111
O=C1/C(=C/c2cccc(F)c2)Sc2ccc(F)cc21	89	96	84	89	28	91	100	90
COc1ccc(-c2nn(C(=O)NCCN3CCOCC3)cc2-c2ccncc2)cc1Cl	73	105	87	101	91	85	125	88
COc1cc(OC)c(C(=O)/C=C/c2ccc(C#N)cc2)c(OC)c1	6.7*	32	9.7*	18	14	22	-7.5*	-6.1*
COc1ccc(C(=O)C(CN(C)C)c2ccc(OC)cc2)cc1 (configuration not stated)	0.8*	92	16	57	18	59	2.7*	14
COc1cccc(/C=C/c2nccc3ccccc23)c1OC	65	106	77	71	53	99	82	26
CCCCCNc1nc2ncnc(N)c2[nH]1	88	103	89	91	92	91	91	101
CC(=O)NC(C)(C)C(=O)N1CCC[C@H]1C(=O)NC(C)(C)C(=O)N[C@@H](C)C(=O)NC(C)(C)C(=O)NC(C)(C)C(=O)N[C@@H](CCC(N)=O)C(=O)NC(C)(C)C(=O)N[C@H](C(=O)NC(C)(C)C(=O)NCC(=O)N[C@@H](CC(C)C)C(=O)NC(C)(C)C(=O)N1CCC[C@H]1C(=O)N[C@H](C(=O)NC(C)(C)C(=O)NC(C)(C)C(=O)N[C@@H](CCC(N)=O)C(=O)N[C@@H](CCC(N)=O)C(=O)N[C@H](CO)Cc1ccccc1)C(C)C)C(C)C	30[4.25 µM]	46[4.25 µM]	22[4.25 µM]	10[4.25 µM]	12[4.25 µM]	36[4.25 µM]	-56*[4.25 µM]	-1.5*[4.25 µM]
COc1ccc2[nH]cc(-c3nc(N)nnc3-c3ccccn3)c2c1	93	99	100	93	79	83	91	98

Whole records from above.
O=C1/C(=C/c2cccc(F)c2)Sc2ccc(F)cc21 as listed: SR: 89; HS 578T: 96; K-562: 84; T-47D: 89; MCF7: 28; MDA-MB-231: 91; BT-549: 100; MDA-MB-468: 90
CC(=O)NC(C)(C)C(=O)N1CCC[C@H]1C(=O)NC(C)(C)C(=O)N[C@@H](C)C(=O)NC(C)(C)C(=O)NC(C)(C)C(=O)N[C@@H](CCC(N)=O)C(=O)NC(C)(C)C(=O)N[C@H](C(=O)NC(C)(C)C(=O)NCC(=O)N[C@@H](CC(C)C)C(=O)NC(C)(C)C(=O)N1CCC[C@H]1C(=O)N[C@H](C(=O)NC(C)(C)C(=O)NC(C)(C)C(=O)N[C@@H](CCC(N)=O)C(=O)N[C@@H](CCC(N)=O)C(=O)N[C@H](CO)Cc1ccccc1)C(C)C)C(C)C as listed: SR: 30[4.25 µM]; HS 578T: 46[4.25 µM]; K-562: 22[4.25 µM]; T-47D: 10[4.25 µM]; MCF7: 12[4.25 µM]; MDA-MB-231: 36[4.25 µM]; BT-549: -56*[4.25 µM]; MDA-MB-468: -1.5*[4.25 µM]
COc1cccc(/C=C/c2nccc3ccccc23)c1OC as listed: SR: 65; HS 578T: 106; K-562: 77; T-47D: 71; MCF7: 53; MDA-MB-231: 99; BT-549: 82; MDA-MB-468: 26

(more compounds)
SMILES	SR	HS 578T	K-562	T-47D	MCF7	MDA-MB-231	BT-549	MDA-MB-468
NNC(=O)CSc1ncnc2c1c(-c1ccccc1)c(-c1ccccc1)n2-c1cccc(Cl)c1	83	91	84	75	89	88	92	81
CC(C)(C)C(=O)/C=C/c1cccc([N+](=O)[O-])c1	17	71	16	68	16	77	73	71
Nc1ncnc2nc(/N=N/SCCC(=O)O)[nH]c12	94	104	112	100	94	102	108	98
Cc1[nH]c(=O)[nH]c(=O)c1Cl	96	91	108	87	97	107	97	98
CC(C)CC(N)C(=O)NCC(=O)O (configuration not stated)	x	97	105	x	96	x	107	99
CCOc1cc(/C=C/C(=O)CC(=O)/C=C/c2ccc(OC(=O)CNc3nc4ccc(OC)cc4s3)c(OCC)c2)ccc1OC(=O)CNc1nc2ccc(OC)cc2s1	-27*	23	2.0*	80	9.3*	64	-1.6*	x
CC1(C)CC(=O)C=C(NCCO)C1	77	108	97	98	102	104	115	106
COC(=O)C1[C@H]2C[C@H]3c4[nH]c5ccccc5c4CCN3C[C@@H]2CC[C@@H]1O (some centres not stated)	x	104	85	98	101	110	101	102
CCC1(CC)CNC(=O)NC1=O	16	112	75	107	104	105	104	107
Cc1cc(N2CCOCC2)nc(N2CCOCC2)n1	105	95	112	98	91	114	74	95
CCN(CC)CCC/C(C)=N\O	95	100	100	106	97	99	103	101
C/C(=C\C(=O)c1ccccc1)c1ccccc1	94	134	104	103	76	96	107	88
Cc1ccc2nc(-c3c(C)nn(-c4ccccc4)c3N3CCOCC3)[nH]c2c1	74	x	91	97	97	90	101	104
CN1CCN(c2ccc3nc(/N=C/c4ccc5sc(-c6ccc(C(F)(F)F)cc6)nc5c4)sc3c2)CC1	106	110	98	105	80	93	88	106
S=c1[nH]cnc(S)c1Br	103	103	101	106	99	119	99	117
CC(=O)c1ccccc1O	79	99&109&96	107&95&95	103&81&107	101&94&102	110&99&108	91&110&96	108&103&101
O=C1/C(=C\c2ccc(O)cc2)Sc2c(F)cccc21	87	98	94	98	67	88	99	100
O=C(Nc1ccc2c(ccn2Cc2ccccn2)c1)c1cccnc1	110	104	113	110	101	90	x	108
O=C1/C(=C/c2ccc(F)cc2)N=C2SCCCN12	105	106	x	99	89	99	97	121
CC(=O)/C=C/c1ccc(OCc2ccc(Cl)cc2)cc1	98	97	79	93	94	117	102	109
Cn1c(=O)n(C)c2ccccc21	95	111	97	96	98	108	x	109
CCCCCCCN1C(=O)/C(=c2\sc3n(c2=O)NC2C(N=3)N(CC)C(=O)N2CC)c2ccccc21 (configuration not stated)	89	88	82	76	82	84	91	71
CCCCCCCCCCCCCCCCCC1OCC(COC(=O)O[C@]2(CC)C(=O)OCc3c2cc2n(c3=O)Cc3cc4ccccc4nc3-2)O1 (some centres not stated)	8.4*	99	88	65	44	93	80	70
Nc1c2c(=S)n(-c3ccccc3)c(=S)n(-c3ccccc3)c2nc(=NCc2ccccn2)n1-c1ccccc1	x	91	65	90	78	93	x	91
NS(=O)(=O)c1nnc(/N=C/c2c(O)[nH]c3ccccc23)s1	98	102	110	85	88	92	99	109
CCCCCCCCCCCCCCCC(=O)OC[C@@]1(O)C[C@@]23CC[C@@H]4C(C)(C)[C@H](O)CC[C@@]4(C)[C@@H]2CC[C@H]1C3	98	100	98	98	97	110	92	112
CCOc1cc(N2CCOCC2)c(OCC)cc1N	126	108	116	106	103	97	93	102
COc1cc2nc(-c3ccc(C(F)(F)F)cc3)cc(OCCCN3CCCC3)c2cc1OC	19	64	25	38	45	26	29	44
CC(C)=CCC[C@](C)(O)[C@H]1CC[C@]2(C)[C@@H]1CC[C@@H]1[C@@]3(C)C/C(=C/O)C(=O)C(C)(C)[C@@H]3CC[C@]12C	78	111	95	94	90	111	114	98
N/C(=N\C(N)=N\c1nc2ccccc2s1)c1ccccc1F	93	95	95	81	94	82	95	106

Bioassay records deposited in PubChem by NCI.
